From PubChem BioAssay
TrxR1 inh: qHTS Assay for Inhibitors of Mammalian Selenoprotein Thioredoxin Reductase 1 (TrxR1): qHTS; recombinant rTrxR1, NADPH fluorescence consumption, selenite substrate; Potency, µM (highest dose often 114 µM), for the others: top-dose activity change, negative = inhibition, actives largely listed as inhibitors; Thioredoxin reductase 1, cytoplasmic (Rattus norvegicus), O89049; 390,000 tested, 1% active; further: potency means the concentration at half of the fitted maximal effect; on the % scale 0 is the no-effect control and ±100 the full control effect; nearly all actives have a fitted effect of over 65% in size
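Rat TrxR1 (90 nM in the dispensed reagent) was pre-reduced with 400 uM NADPH for 5 min at room temperature, then incubated with compound for 15 min. After 400 uM selenite was added, NADPH fluorescence (Ex 340/Em 450 nm) was followed for 8 min.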
TrxR1 substrate: qHTS Assay for Substrates of Mammalian Selenoprotein Thioredoxin Reductase 1 (TrxR1): qHTS; Thioredoxin reductase 1, cytoplasmic (Rattus norvegicus), O89049; purified TrxR1 substrate turnover, NADPH consumption readout; Potency, µM (series often up to 114 µM), for inactives: at the top dose activity change, negative = substrate turnover; 390,000 tested, 0.01% active; AID 588456, 2011; further: potency means the concentration at half of the fitted maximal effect; on the % scale 0 is the no-effect control and ±100 the full control effect; nearly all actives have a fitted effect of over 50% in size
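Rat TrxR1, dispensed at 90 nM, was prereduced with 400 uM NADPH (final) for 5 min at ~22 deg C, then incubated with compound 15 min before 400 uM selenite. A first-read NADPH fluorescence drop versus no-compound background flagged substrates.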
D2 ag: HTS Assay for Allosteric Agonists of the Human D2 Dopamine Receptor: Primary Screen for Agonists. D(2) dopamine receptor (Homo sapiens), P14416. HEK293 T-REx D2 cells, calcium flux agonist mode. activation, % at 2 µM. 340,000 tested, 0.53% active. AID 485358, 2010;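 active means activation over 3 SD above normal in the single-dose calcium agonist read, cut at about 30% in these data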; further: 0% is about no effect
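Calcium-flux readout, 1 cycle/sec over 180 s following compound pin transfer, in inducible HEK293 Trex D2 cells (force-coupled); dopamine controls included. Positive calcium responses during this window marked compounds as potential agonists.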
TRHR enhancer: qHTS for Small Molecule Agonists and Allosteric Enhancers of Human TRH Receptor: Primary Screen for Enhancers; enhancement, % at 2 µM; TRHR cells, fluo-8 calcium fluorescence, EC20 TRH enhancement; AID 493056, 2011; 360,000 tested, 0.66% active; in the data active means enhancement above about 30%; further: 0% is about no effect
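Enhancer read-out: after compound pinning and an initial kinetic agonist-mode read, an EC20 of TRH (10 nM final) was injected and fluo-8 calcium signal (Ex 480/Em 530) followed at 1 s/cycle for 100 cycles in TRHR-expressing cells.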
TRHR agonist: qHTS for Small Molecule Agonists and Allosteric Enhancers of Human TRH Receptor: Primary Screen for Agonists | TRHR cells, calcium flux fluo-8, FDSS agonist mode | activation, % at 2 µM | 360,000 tested, 0.18% active | AID 493084, 2011; in the data active means activation above about 30%; further: 0% is about no effect
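TRHR-expressing cells loaded with fluo-8 calcium dye; 23 nL library compound pin-transferred, kinetic FDSS fluorescence (Ex 480/Em 530) recorded about 180 s for agonist-induced calcium release, before a 10 nM TRH EC20 addition for potentiator mode.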
D2 antag: HTS Assay for Allosteric Antagonists of the Human D2 Dopamine Receptor: Primary Screen for Antagonists; D(2) dopamine receptor (Homo sapiens), P14416; HEK293 TREx D2 cells, calcium flux, dopamine EC80; inhibition, % at 10 µM; 340,000 tested, 2% active; in the data active means inhibition above about 30%; further: 0% is about no effect
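Inhibition of EC80 dopamine-driven calcium flux, recorded kinetically, defines activity here; cells are a tetracycline-induced HEK293 T-REx line expressing force-coupled D2.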
PI4K2A block: qHTS for small molecular inhibitors of PI4K2A. purified PI4K2A, ADP-Glo luminescence, 1 h; hits give low values. 420,000 tested, 0.13% active. Phosphatidylinositol 4-kinase type 2-alpha (Homo sapiens), Q9BTU6. AID 1346378, 2018. activity change, negative = inhibition, % at 76.9 µM; in the data active means activity change below about -50%; inconclusive means mostly about -30% to -49%;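 further: -100% = wells without enzyme as full effect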
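Compounds are screened against recombinant PI4K2A using PI as substrate and ATP, the latter dispensed at 300 microM. Reactions run one hour at ambient temperature before ADP-Glo detection; full inhibition defined by wells lacking enzyme.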
IDH1 R132H inh: qHTS for Inhibitors of mutant isocitrate dehydrogenase 1 (IDH1): qHTS; Isocitrate dehydrogenase [NADP] cytoplasmic (Homo sapiens), O75874; IDH1-R132H enzyme, NADPH consumption, diaphorase/resazurin fluorescence; Potency, µM (doses to about 76.6 µM), without a hit: top-dose activity change, negative = inhibition, usual class: inhibitors; 390,000 tested, 0.093% active; AID 602179, 2012; further: potency means the concentration at half of the fitted maximal effect; on the % scale 0 is the no-effect control and ±100 the full control effect; nearly all actives have a fitted effect of over 65% in size
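IDH1-R132H (0.5 ug/mL dispensed) in pH 7.5 Tris buffer was preincubated 30 min with compound, then given a substrate mix of 0.016 mM NADPH and 2 mM alpha-KG for 80 min at room temperature; remaining NADPH was read by diaphorase/resazurin fluorescence.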
USP1-UAF1 inh: Inhibitors of USP1/UAF1: Primary Screen. Ubiquitin carboxyl-terminal hydrolase 1 (Homo sapiens), O94782. recombinant USP1/UAF1, Ub-Rhodamine cleavage fluorescence. Potency, µM (doses to about 57.1 µM), without a hit: at the highest dose activity change, negative = inhibition, most hits filed as inhibitors. 390,000 tested, 0.23% active. AID 743255, 2014; further: potency means the concentration at half of the fitted maximal effect; on the % scale 0 is the no-effect control and ±100 the full control effect; nearly all actives have a fitted effect of over 60% in size; inactives centre near -12
Target sequence (O94782 whole entry, looked up): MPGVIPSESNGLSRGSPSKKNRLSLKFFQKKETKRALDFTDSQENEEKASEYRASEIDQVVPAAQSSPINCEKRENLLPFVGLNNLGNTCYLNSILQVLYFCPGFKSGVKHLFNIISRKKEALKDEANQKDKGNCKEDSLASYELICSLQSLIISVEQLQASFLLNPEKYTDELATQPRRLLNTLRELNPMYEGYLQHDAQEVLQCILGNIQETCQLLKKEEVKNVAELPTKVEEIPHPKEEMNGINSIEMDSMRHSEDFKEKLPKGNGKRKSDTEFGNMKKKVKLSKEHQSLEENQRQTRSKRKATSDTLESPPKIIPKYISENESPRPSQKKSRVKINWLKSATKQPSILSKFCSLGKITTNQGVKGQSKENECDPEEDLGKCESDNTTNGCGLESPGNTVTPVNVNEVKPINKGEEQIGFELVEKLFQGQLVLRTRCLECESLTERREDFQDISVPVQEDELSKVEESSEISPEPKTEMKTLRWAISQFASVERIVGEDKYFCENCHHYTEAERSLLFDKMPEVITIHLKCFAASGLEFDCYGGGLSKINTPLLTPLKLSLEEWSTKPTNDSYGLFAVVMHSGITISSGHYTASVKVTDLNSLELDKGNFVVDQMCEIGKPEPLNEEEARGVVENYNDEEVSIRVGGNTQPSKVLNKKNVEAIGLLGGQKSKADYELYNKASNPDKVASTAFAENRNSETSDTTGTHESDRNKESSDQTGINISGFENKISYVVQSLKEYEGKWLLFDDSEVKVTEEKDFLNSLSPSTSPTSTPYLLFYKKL
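High-throughput fluorogenic screen: 1nM USP1/UAF1 complex, Ub-Rho substrate 150nM final, 50mM HEPES pH 7.8 with 0.5mM EDTA, 0.1 mg/ml BSA, 1mM TCEP and 0.01% Tween-20.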
* = called active by the depositor; [ ] = another dose, or the depositor's remark. Unless noted, the call rests on the fitted dose curve; in most records, active means well fitted inhibition curve with a large enough effect; inconclusive means small, poorly fitted or top-dose-only effect; inactive means no such curve, though single readings can be large or run the other way.

COc1ccc(C2CC(c3ccccc3Cl)Nc3ncnn32)cc1OC (configuration not stated) was read as TrxR1 inh -6%, TrxR1 substrate 0%, D2 ag -0.6, TRHR enhancer 17, TRHR agonist -0.1, D2 antag -2, PI4K2A block -3, IDH1 R132H inh -1% and USP1-UAF1 inh -12%.
For Cc1sc2nc(CSc3cccc(C(F)(F)F)c3)[nH]c(=O)c2c1C the results were TrxR1 inh 6%, TrxR1 substrate -2%, D2 ag 0.2, TRHR enhancer -6, TRHR agonist -0.2, D2 antag 9, PI4K2A block 0, IDH1 R132H inh 4% and USP1-UAF1 inh 4%.
For CCOc1cc(C(=O)N2CCC3(CC2)NCCc2[nH]cnc23)cc(OCC)c1OCC the results were TrxR1 inh 21%, TrxR1 substrate -2%, D2 ag 0.4, TRHR enhancer -3, TRHR agonist 0.9, D2 antag -9, PI4K2A block -4, IDH1 R132H inh 1% and USP1-UAF1 inh -5%.
For O=C(CCn1ccnc1)Nc1cc(Cl)ccc1O the results were TrxR1 inh -20%, TrxR1 substrate -7%, D2 ag -0.6, TRHR enhancer -5, TRHR agonist -1.1, D2 antag -2, PI4K2A block 0, IDH1 R132H inh 1% and USP1-UAF1 inh -6%.
Cn1c(Cc2cccs2)nnc1SCC(=O)N1CCc2ccccc21 was read as TrxR1 inh -34%, TrxR1 substrate 8%, TRHR enhancer -4, TRHR agonist -0.7, PI4K2A block -3, IDH1 R132H inh 12% and USP1-UAF1 inh -16%.
For CCNc1nc(NCC)nc(OCC(=O)O)n1 the results were TrxR1 inh 12%, TrxR1 substrate 1%, D2 ag 0.8, TRHR enhancer 1, TRHR agonist -0.2, D2 antag -2, PI4K2A block -4, IDH1 R132H inh 7% and USP1-UAF1 inh -5%.
Cn1c(N)c(C(=O)COC(=O)C2=NNC(=O)CC2)c(=O)n(C)c1=O was read as TrxR1 inh 41%, TrxR1 substrate 11%, D2 ag 0.5, TRHR enhancer -1, TRHR agonist 0.9, D2 antag -9, PI4K2A block -4, IDH1 R132H inh 14% and USP1-UAF1 inh -1%.
`CCOC(=O)CC1C(=O)NCCN1C(=O)COc1ccc(Br)cc1C` (configuration not stated) gave TrxR1 inh -6%, TrxR1 substrate -5%, D2 ag 0.7, TRHR enhancer -3, TRHR agonist -0.3, D2 antag -28, PI4K2A block 11, IDH1 R132H inh -7% and USP1-UAF1 inh -19%.
CCc1ccc(CNC(=O)CCN2C(=O)COc3ccccc32)cc1 was read as TrxR1 inh -19%[57.1 µM], TrxR1 substrate -15%[57.1 µM], D2 ag 0.8, TRHR enhancer 7, TRHR agonist -1.1, PI4K2A block -5, IDH1 R132H inh 3% and USP1-UAF1 inh 9%.
`Cc1ccc(N2Cc3ccccc3C2=S)cc1` gave TrxR1 inh 8%[57.1 µM], TrxR1 substrate 2%[57.1 µM], D2 ag -0.6, TRHR enhancer 1, TRHR agonist -0.4, D2 antag 8, PI4K2A block -2, IDH1 R132H inh 10% and USP1-UAF1 inh -20%.
CN[C@H]1CCc2cc(OC)c(OC)c(OC)c2-c2ccc(N(C)CC(OC)OC)c(=O)cc21 was read as TrxR1 inh 6%, TrxR1 substrate -9%, D2 ag -2.6, TRHR enhancer 8, TRHR agonist 0.7, D2 antag -7, PI4K2A block 4, IDH1 R132H inh 2% and USP1-UAF1 inh -19%.
Screening COc1ccc(-c2nn(-c3ccccc3)cc2/C=C(/C#N)C(N)=O)cc1[N+](=O)[O-] returned TrxR1 inh 17%[0.457 µM], TrxR1 substrate 10%[0.457 µM], D2 ag 1.2, TRHR enhancer -7, TRHR agonist 0.1, D2 antag 5, PI4K2A block 5, IDH1 R132H inh 0% and USP1-UAF1 inh -19%.
Screening CCN(CC)CCCNC(=O)c1cc(-c2ccc(Cl)cc2)on1 returned TrxR1 inh 18%, TrxR1 substrate 0%, D2 ag 0.1, TRHR enhancer 7, TRHR agonist 0.0, D2 antag -5, PI4K2A block -1, IDH1 R132H inh -9% and USP1-UAF1 inh 1%.
Cc1cc(C(=O)NC2CCCc3c2cnn3-c2cccc(C)c2C)c(C)o1 (configuration not stated) was read as TrxR1 inh inconclusive, TrxR1 substrate 4%, D2 ag -0.7, TRHR enhancer -3, TRHR agonist 0.1, D2 antag 12, PI4K2A block 8, IDH1 R132H inh 0% and USP1-UAF1 inh -10%.
O=C(OC1CCOC1=O)c1cc(-c2cccs2)nc2ccccc12 (configuration not stated) was read as TrxR1 inh 30%[57.1 µM], TrxR1 substrate 56%[activator][57.1 µM], D2 ag 1.0, TRHR enhancer 6, TRHR agonist 0.8, D2 antag -2, PI4K2A block -2, IDH1 R132H inh 3% and USP1-UAF1 inh -8%.
Screening CCCn1c(SCc2ccccc2)nc2c1c(=O)[nH]c(=O)n2C returned TrxR1 inh 32%[57.1 µM], TrxR1 substrate 9%[57.1 µM], D2 ag 0.6, TRHR enhancer -1, TRHR agonist -0.1, D2 antag -13, PI4K2A block 7, IDH1 R132H inh 9% and USP1-UAF1 inh -2%.
Screening CCO[C@H]1OC(C(=O)Nc2ccccc2)=C[C@@H](C)[C@@H]1CCCO returned TrxR1 inh 13%[57.1 µM], TrxR1 substrate 8%[57.1 µM], D2 ag -0.4, TRHR enhancer 5, TRHR agonist -0.3, D2 antag -2, PI4K2A block 4, IDH1 R132H inh 1% and USP1-UAF1 inh -8%.
`COc1ccccc1N1CCN(S(=O)(=O)c2ccccc2F)CC1` gave TrxR1 inh 6%[57.1 µM], TrxR1 substrate 3%[57.1 µM], D2 ag 4.5, TRHR enhancer -2, TRHR agonist 0.2, D2 antag 8, PI4K2A block -3, IDH1 R132H inh 3% and USP1-UAF1 inh -7%.
Screening Nc1ccc2c(c1)-c1ccc(F)cc1C2=O returned TrxR1 inh 3%[11.4 µM], TrxR1 substrate 1%[11.4 µM], PI4K2A block 5, IDH1 R132H inh 5% and USP1-UAF1 inh -11%.
`COc1ccc(N(CC(=O)N2CCCC(C)C2)S(=O)(=O)c2c(C)nn(C)c2C)cc1` (configuration not stated) gave TrxR1 inh 15%[57.1 µM], TrxR1 substrate 14%[57.1 µM], D2 ag -0.9, TRHR enhancer 1, TRHR agonist 0.6, D2 antag -31, PI4K2A block -4, IDH1 R132H inh 11% and USP1-UAF1 inh -12%.
Screening Cc1ccc(C)c(S(=O)(=O)N2CC(=O)Nc3ccccc32)c1 returned TrxR1 inh 1%[57.1 µM], TrxR1 substrate 2%[57.1 µM], D2 ag 0.0, TRHR enhancer -3, TRHR agonist 0.1, D2 antag -6, PI4K2A block 5, IDH1 R132H inh 5% and USP1-UAF1 inh -9%.
For COc1ccc(OC)c(NC(=O)C(=O)N/N=C(\C)CC(=O)Nc2ccc(Cl)cn2)c1 the results were TrxR1 inh -7%, TrxR1 substrate 0%, D2 ag -0.9, TRHR enhancer 0, TRHR agonist 0.5, D2 antag 11, PI4K2A block 1, IDH1 R132H inh -3% and USP1-UAF1 inh -11%.
For COC(=O)[C@]1(C)N[C@H](CN(C)C(=O)c2ccc(C)cc2)[C@@H]2C(=O)N(Cc3ccccc3)C(=O)[C@@H]21 the results were TrxR1 inh 12%, TrxR1 substrate 7%, PI4K2A block -1, IDH1 R132H inh 18% and USP1-UAF1 inh -22%.
Screening CCOc1ccc(NC(=O)c2cc(S(=O)(=O)N3CCC(C)CC3)cn2C)cc1 returned TrxR1 inh 7%[57.1 µM], TrxR1 substrate 5%[57.1 µM], D2 ag -1.3, TRHR enhancer 5, TRHR agonist -0.8, PI4K2A block 3, IDH1 R132H inh -8% and USP1-UAF1 inh -18%.
For CCCCCCCC(=O)NNC(=O)c1c(O)c2ccccc2n(CCC)c1=O the results were TrxR1 inh -7%, TrxR1 substrate -8%, D2 ag 5.6, TRHR enhancer 1, TRHR agonist 1.0, D2 antag 1, PI4K2A block 0, IDH1 R132H inh 1% and USP1-UAF1 inh -19%.
For O=C(Nc1ccccc1Cl)ON=C1c2ccccc2-c2ccccc21 the results were TrxR1 inh 25%, TrxR1 substrate 11%, D2 ag -0.8, TRHR enhancer 7, TRHR agonist 0.5, D2 antag -6, PI4K2A block 18, IDH1 R132H inh 7% and USP1-UAF1 inh -12%.
Screening Cc1cccc(COc2ccccc2/C=N/Nc2ccc([N+](=O)[O-])cc2)c1 returned TrxR1 inh -17%, TrxR1 substrate -12%, D2 ag 4.1, TRHR enhancer 13, TRHR agonist 3.9, D2 antag -1, PI4K2A block 2, IDH1 R132H inh 5% and USP1-UAF1 inh -9%.
Cc1nnc(-c2cnn(-c3ccccc3)c2N)n1Cc1ccccc1 was read as TrxR1 inh 21%, TrxR1 substrate 5%, D2 ag 0.3, TRHR enhancer 1, TRHR agonist 0.1, D2 antag 0, PI4K2A block -2, IDH1 R132H inh 2% and USP1-UAF1 inh -15%.
